Screening results (PubChem)
Tb MetRS inh – T. brucei MetRS inhibitors, primary screen, biochemical, luminescence. methionyl-tRNA synthetase (Trypanosoma brucei brucei). purified T. brucei MetRS, ATP depletion, Kinase-Glo luminescence. inhibition, % at 11.9 µM. actives 0.4% (n = 360,000). AID 624268, 2012;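 active means inhibition above a per-plate cutoff of the control wells' mean inhibition plus 3 SD, cut at about 5.5% in these data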;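 further: 0% = DMSO wells median and 100% = median of wells with control inhibitor compound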
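Dosing: 11.9 µM compound single dose, 0.9% DMSO; Assay system: purified T. brucei MetRS enzyme; Measured by: Kinase-Glo luciferase luminescence reporting remaining unconsumed ATP; Schedule: 15 min plus 2 h at 25 °C.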
Rpn11 inh – Rpn11 (PSMD14) deubiquitinase inhibitors, primary screen, biochemical, fluorescence polarization, uHTS | calls only at 20 µM | 26S proteasome non-ATPase regulatory subunit 14 (Homo sapiens), O00487 | actives 0.59% (n = 360,000) | AID 588493, 2011 | human 26S proteasome, Ub4-pepOG fluorescence polarization; 20S core pre-blocked with epoxomicin;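 active means inhibition at 20 µM, scaled to each plate's controls, above about 33%, limit read from the data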
DNMT1 block – human DNMT1 methyltransferase inhibitors, primary screen, biochemical, molecular beacon, fluorescence, HinP1I cleavage, uHTS; DNA (cytosine-5)-methyltransferase 1 (Homo sapiens), P26358; inhibition (reported as % activation of signal), % at 10 µM; actives 0.83% (n = 360,000); AID 588458, 2011; in the data active means inhibition above about 50%
LMPTP inh – LMPTP phosphatase inhibitors, primary screen, biochemical, fluorescence intensity, uHTS | recombinant LMPTP-A, OMFP fluorogenic substrate | actives 0.22% (n = 360,000) | inhibition, % at 20 µM;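 active means compounds that cut the enzyme signal by at least half of the control window in the single-dose screen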;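 further: plate controls were DMSO wells with enzyme plus substrate for no effect and substrate without enzyme for full effect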
Target sequence (P24666 whole entry, looked up): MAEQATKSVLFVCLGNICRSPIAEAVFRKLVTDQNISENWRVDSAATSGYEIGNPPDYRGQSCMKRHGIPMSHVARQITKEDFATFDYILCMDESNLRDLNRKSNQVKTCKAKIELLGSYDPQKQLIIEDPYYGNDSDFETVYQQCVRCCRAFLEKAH
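Test system: LMPTP-A phosphatase enzyme. Amount: LMPTP-A at 0.625 nM final in the reaction. Reagent: OMFP substrate, 400 µM final. Times: 50 min at room temperature. Signal: endpoint fluorescence intensity from OMFP dephosphorylation. Read-out basis: % inhibition. Benchmarks: no-enzyme and uninhibited controls.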
MsrA inhibitor – bovine MsrA enzyme inhibitors, primary screen, biochemical, absorbance, HTS; Methionine sulfoxide reductase A (Bos taurus); purified bovine MsrA, absorbance read-out; inhibition, % at 15.5 µM; actives 0.75% (n = 360,000); AID 651718, 2012; in the data active means inhibition above about 4.5%;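 further: 0% = vehicle wells with enzyme and 100% = reference inhibitor wells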
CSN inh – inhibitors of CSN-mediated cullin deneddylation, primary screen, biochemical, fluorescence polarization, uHTS. Purified CSN, SCF-Nedd8-OG deneddylation. inhibition, % at 12.5 µM. actives 0.38% (n = 360,000). AID 651999, 2013;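 active means pattern-corrected inhibition above about 35%, with an unprinted fluorescence ratio check between 0.5 and 1.5, limit read from the data, passing the limit was not always enough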;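 further: 0% = enzyme with substrate and 100% = substrate without enzyme; some results filed as inactive read as strong as hits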
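assay system = purified human Csn5 enzyme expressed in HEK293T cells | amount = 0.24 nM enzyme | buffer or medium = Tris/NaCl/DTT buffer, pH 7.5 | reagent = 10 nM SCFSkp2-Nedd8OG | compound = one concentration, 12.5 µM, 0.25% DMSO | times = 90 min reaction at room temperature | signal = FP | read-out basis = % inhibition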
Scp1 inh – Scp-1 phosphatase inhibitors, primary screen, biochemical, colorimetric, uHTS. Carboxy-terminal domain RNA polymerase II polypeptide A small phosphatase 1 (Homo …. Recombinant Scp1, phosphopeptide, malachite green phosphate absorbance. inhibition, % at 20 µM. actives 0.88% (n = 340,000). AID 493091, 2011;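 active means inhibition above about 50% at 20 µM, limit read from the data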;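 further: plate controls were DMSO wells with enzyme for no effect and wells lacking enzyme for full effect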
Target sequence (Q9GZU7 76-261 limits assumed): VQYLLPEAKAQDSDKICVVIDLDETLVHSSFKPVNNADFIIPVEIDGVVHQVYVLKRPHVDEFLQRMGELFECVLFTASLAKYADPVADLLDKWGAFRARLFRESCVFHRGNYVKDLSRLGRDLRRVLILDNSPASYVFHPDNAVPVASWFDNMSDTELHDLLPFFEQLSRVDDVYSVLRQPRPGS
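Incubation: 45 min enzyme reaction at room temperature / System: truncated SCP-1 phosphatase (76-261aa) / Reagent: Phospho 17-mer peptide substrate / Buffer or medium: Acidic Tris acetate buffer with magnesium and detergent / Signal: absorbance at 630 nm / Doses: one concentration, 20 µM, with 1.0% DMSO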
SUMO1 PPI mod – modulators of SUMO1 protein-protein interactions, primary screen, biochemical, uHTS. AID 602429, 2012. SUMO1 binding to a labelled peptide, TR-FRET, 1 h. actives 0.33% (n = 360,000). inhibition, % at 20 µM; in the data active means inhibition above about 37%
STEP inh – STEP phosphatase inhibitors, primary screen, biochemical, fluorescence intensity, uHTS; inhibition, % at 20 µM; actives 0.25% (n = 360,000); recombinant STEP, OMFP fluorogenic substrate;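 active means inhibition at 20 µM, scaled per plate between control wells, above about 37%, limit read from the data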;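 further: 0% = DMSO with enzyme and substrate and 100% = substrate only without enzyme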
Target sequence (P54829 whole entry, looked up): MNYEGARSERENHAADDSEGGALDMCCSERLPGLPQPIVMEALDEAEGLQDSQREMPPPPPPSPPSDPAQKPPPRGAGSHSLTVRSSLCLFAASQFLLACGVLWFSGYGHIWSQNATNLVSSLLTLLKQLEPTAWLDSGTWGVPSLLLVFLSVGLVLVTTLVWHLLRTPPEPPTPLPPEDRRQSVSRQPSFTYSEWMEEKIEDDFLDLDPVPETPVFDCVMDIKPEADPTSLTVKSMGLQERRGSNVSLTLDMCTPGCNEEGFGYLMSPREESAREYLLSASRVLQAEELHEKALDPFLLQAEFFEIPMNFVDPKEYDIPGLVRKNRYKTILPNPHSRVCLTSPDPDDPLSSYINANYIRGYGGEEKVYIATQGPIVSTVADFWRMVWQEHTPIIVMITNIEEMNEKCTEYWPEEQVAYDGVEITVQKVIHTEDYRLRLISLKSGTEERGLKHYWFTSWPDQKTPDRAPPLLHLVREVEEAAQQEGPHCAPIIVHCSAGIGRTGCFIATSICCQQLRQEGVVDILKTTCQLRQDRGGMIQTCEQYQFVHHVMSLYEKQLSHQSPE
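Test system: STEP tyrosine phosphatase / Reagent: OMFP at 25 µM / Doses: 20 µM, 1% DMSO / Read-out: percent inhibition scaled to no-enzyme and uninhibited-enzyme controls, plate-pattern corrected / Detection: FITC-channel fluorescence of OMFP product / Medium: Bis-Tris buffer pH 6.0, 2.5 mM DTT, 0.005% Tween 20 / Schedule: 20 min at room temperature, dark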
NadD inh – inhibitors of S. aureus NadD, primary screen, biochemical, colorimetric, uHTS; AID 602399, 2012; actives 0.78% (n = 360,000); purified NadD enzyme, colorimetric absorbance read-out; inhibition, % at 20 µM; in the data active means inhibition above about 26%; further: some compounds past the cut are filed as inactive
Starred values were filed as active, the others as inactive; i = inactive; . = no result given.

SMILES	Tb MetRS inh	Rpn11 inh	DNMT1 block	LMPTP inh	MsrA inhibitor	CSN inh	Scp1 inh	SUMO1 PPI mod	STEP inh	NadD inh
Cc1ccc(C(=O)NCCSc2ccc(Cl)cc2)cc1S(=O)(=O)Nc1ccccc1	-0.7	i	-15	4.2	0.2	-2	-7	0	-1	-3
CCOc1cc(C)c(S(=O)(=O)Nc2ccc(Cl)cn2)cc1C	-1.3	i	2	0.2	0.1	-5	8	2	-4	-1
CN(C)/C=N/C1=C(C#N)C(c2ccc(Br)cc2)c2ccc3ccccc3c2O1 (configuration not stated)	0.9	i	-8	3.6	2.2	2	-15	-5	-3	8
O/N=C1/CC/C(=N\O)c2nn(-c3ccccc3)nc21	-0.5	i	-2	-1.9	0.7	-4	-7	1	-2	-1
COc1ccc(CC(=O)N(C)CC(=O)Nc2ccccc2SC)cc1	0.2	i	0	0.0	0.9	2	-7	5	-2	-4
Cc1cccc(NC(=O)c2ccc(-c3ccccc3[N+](=O)[O-])o2)c1	-0.3	i	-3	2.9	0.8	2	-4	-13	0	7
O=C(O)c1ccc(CNCc2cccc(Oc3ccccc3)c2)cc1	-0.3	i	0	-1.3	-0.3	-4	5	2	-2	-1
COc1ccc(CNC(=O)c2cc(C3CC3)nc3c2cnn3C(C)C)cc1	0.1	i	-12	2.0	-0.2	2	-4	0	-2	-1
CCn1cc(C(=O)OC)c(=O)c2ccc(C)nc21	-0.4	i	0	-2.1	2.3	1	-5	3	10	-3
CCCC(=O)NC1CCc2cc(OC)c(OC)c(OC)c2-c2ccc(OC)c(=O)cc21 (configuration not stated)	-0.5	i	6	1.9	2.7	-1	5	-12	-3	4
COc1ccc(/C=C(/NC(=O)c2ccccc2)c2nc3ccc(Cl)cc3[nH]2)cc1OC	4.3	i	-11	1.3	2.6	-1	-4	5	-2	14
Cc1cccc(C)c1NC(=O)CNC(=O)C1CCCN(C(=O)c2ccc(Cl)cc2)C1 (configuration not stated)	0.0	i	6	0.0	-0.9	-2	-2	2	2	0
CC(Oc1ccccc1F)C(=O)NNC(=O)c1ccc(F)c(S(=O)(=O)N2CCOCC2)c1 (configuration not stated)	-0.2	i	5	1.0	-1.2	4	-7	5	1	-5
Cc1cc(=O)oc2cc(OCCSc3nnc(-c4ccccc4)o3)ccc12	-0.2	i	0	1.0	0.4	-4	-6	3	-1	-6
CCCc1nnc(NC(=O)CCC(=O)N2CCN(S(=O)(=O)c3ccc(C)cc3)CC2)s1	0.6	i	1	-0.3	-0.7	2	-12	-4	1	-1
CC1(C)C2CCC1(C)C(OC(=O)c1ccccc1C(=O)O)C2 (configuration not stated)	0.4	i	3	-0.9	0.2	-3	-12	4	1	-5
Cc1ccc(CN2CCN(Cc3c(C)nn(-c4ccc(F)cc4)c3C)CC2CCO)o1 (configuration not stated)	-0.6	i	0	-1.9	-0.7	-6	-12	2	-4	-2
COc1ccc(C(=O)Nc2cccc(C(=O)N3CCCCC3)c2)cc1	0.0	i	2	0.0	-0.4	-5	-5	5	1	-1
CC(C)(COC(=O)C(c1ccccc1)c1ccccc1)CN1CCOCC1	-0.6	i	6	-1.6	-0.3	2	-12	-4	-1	-3
CCCNC(=O)c1ccc(COc2ccc(CCC)cc2OC)o1	-1.1	i	-2	0.3	0.3	2	1	-1	2	-5
C=CCOC(=O)C1=C(C)OC(N)=C(C#N)C1c1ccc(OC)c(CSc2ccccn2)c1 (configuration not stated)	2.2	i	4	-2.2	0.2	1	-8	2	-1	3
COc1ccc(C(=O)/C=C\c2ccc(NC(=O)c3cccs3)cc2)cc1	0.5	i	4	1.2	1.7	3	-10	-4	-2	-5
O=C(COc1ccc(S(=O)(=O)N2CCOCC2)cc1)NCCc1ccc(Cl)cc1	-0.2	i	0	-1.6	-0.7	3	.	1	0	-6
C=CCC[C@@H](Cc1ccc(F)cc1)C(=O)OC[C@@H](Cc1c[nH]c2ccccc12)NC(=O)[C@@H](CC=C)CC(=O)N[C@H](CO)Cc1ccccc1	-0.1	i	74*	60*	0.3	0	-11	8	2	-1
Cc1ccc(S(=O)(=O)N2CCCCC2)cc1NC(=O)c1cnccn1	-0.4	i	0	-1.8	-1.4	4	7	1	0	-3
More entries follow.
SMILES	Tb MetRS inh	Rpn11 inh	DNMT1 block	LMPTP inh	MsrA inhibitor	CSN inh	Scp1 inh	SUMO1 PPI mod	STEP inh	NadD inh
CCCCn1cnc2c1c(=O)n(C)c(=O)n2C	-0.4	i	4	-1.1	0.3	3	-8	5	-2	8
N#CC1(Cc2ccc([N+](=O)[O-])cc2)c2ccccc2C=CN1C(=O)c1ccccc1 (configuration not stated)	-1.8	i	0	2.3	0.6	-2	-8	-14	4	11
Cc1nc([N+](=O)[O-])c(N2CCN(C)CC2)n1Cc1ccccc1	-0.6	i	4	0.0	4.4	2	-4	-6	-10	-2
CCOC(=O)C1CCCN(C(=O)c2cc(-c3ccncc3)nc3ccccc23)C1 (configuration not stated)	0.1	i	0	-0.9	-0.5	0	-9	1	3	0
COCCNC(=O)CN(C(=O)CCC(=O)Nc1ccccn1)c1ccc(F)cc1	-0.8	i	0	-0.8	-1.5	-3	-2	1	-4	-1
COc1ccc2oc(N)nc2c1	-0.7	i	6	0.3	1.0	-2	8	-4	0	0
O=C1CC(N2CCN(c3nc4ccccc4s3)CC2)C(=O)N1c1ccc(F)cc1 (configuration not stated)	-0.6	i	-3	1.0	0.2	-6	-5	-1	-2	-2
COc1ccc(S(=O)(=O)N2CCN(C(=O)CN3C(=O)NC4(CCCC4)C3=O)CC2)cc1	-0.2	i	2	-0.1	2.5	1	4	4	0	0
CCCCNCCCOc1ccc(C)cc1Br	-0.4	i	5	-2.7	0.5	2	7	2	-1	1
O=c1oc2ccccc2n1Cc1ccccc1F	-1.7	i	0	-0.5	-2.4	4	-10	9	-2	-1
O=C(c1[nH]c(C(F)(F)F)nc1-c1ccccc1)N1CCN(Cc2c(F)cccc2Cl)CC1	-0.8	i	5	-2.2	-0.4	5	.	16	-2	1
c1ccc2c(N3CCOCC3)c3c(nc2c1)CCC3	-0.3	i	-2	12	1.5	-3	-2	1	6	0
COc1ccc(OC2CCN(S(=O)(=O)c3cccc(F)c3)CC2)cc1	-1.3	i	0	4.0	-0.1	-1	-10	6	2	-10
OCCCNC(=S)Nc1ccc2nccnc2c1	0.2	i	-6	0.4	2.7	9	-10	-10	-2	0
COc1ccc(NCC(=O)Nc2ccc(Cl)cc2C)c(OC)c1	-0.6	i	-10	1.2	0.5	-4	-3	-12	0	-1
O=C(NCC(=O)N1CC=C(c2ccccc2)CC1)c1ccc(F)cc1	-0.3	i	4	-1.5	0.3	0	-21	2	3	-8
O=C(CSC1=Nc2ccccc2C2=NC(CC(=O)NCc3ccco3)C(=O)N12)NCC1CCCO1 (configuration not stated)	-1.4	i	-2	-1.6	2.6	-5	2	-1	0	-2
Cc1ccc(NC(=O)c2c(-c3ccccc3)noc2C)nc1	-0.1	i	-4	-1.9	0.2	6	-8	1	-1	2

Some of the entries above, reformatted:
Second line of a record: Tb MetRS inh | Rpn11 inh | DNMT1 block | LMPTP inh | MsrA inhibitor | CSN inh | Scp1 inh | SUMO1 PPI mod | STEP inh | NadD inh
> C=CCOC(=O)C1=C(C)OC(N)=C(C#N)C1c1ccc(OC)c(CSc2ccccn2)c1 (configuration not stated)
    2.2 | i | 4 | -2.2 | 0.2 | 1 | -8 | 2 | -1 | 3
> CCn1cc(C(=O)OC)c(=O)c2ccc(C)nc21
    -0.4 | i | 0 | -2.1 | 2.3 | 1 | -5 | 3 | 10 | -3
> Cc1nc([N+](=O)[O-])c(N2CCN(C)CC2)n1Cc1ccccc1
    -0.6 | i | 4 | 0.0 | 4.4 | 2 | -4 | -6 | -10 | -2

An excerpt from above in order of the LMPTP inh value, ascending.
SMILES	Tb MetRS inh	Rpn11 inh	DNMT1 block	LMPTP inh	MsrA inhibitor	CSN inh	Scp1 inh	SUMO1 PPI mod	STEP inh	NadD inh
CCCCNCCCOc1ccc(C)cc1Br	-0.4	i	5	-2.7	0.5	2	7	2	-1	1
O=C(c1[nH]c(C(F)(F)F)nc1-c1ccccc1)N1CCN(Cc2c(F)cccc2Cl)CC1	-0.8	i	5	-2.2	-0.4	5	.	16	-2	1
O=C(CSC1=Nc2ccccc2C2=NC(CC(=O)NCc3ccco3)C(=O)N12)NCC1CCCO1 (configuration not stated)	-1.4	i	-2	-1.6	2.6	-5	2	-1	0	-2
O=C1CC(N2CCN(c3nc4ccccc4s3)CC2)C(=O)N1c1ccc(F)cc1 (configuration not stated)	-0.6	i	-3	1.0	0.2	-6	-5	-1	-2	-2
